aSyn 5UTR inh = MLPCN primary screen, SNCA 5' untranslated region | alpha-synuclein 5'UTR reporter, inhibitor activity | inhibition, % (tested at 7.5 µM) | actives 0.82% (n = 300,000) | AID 1813; in the data active = inhibition above about 60%;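 also: H4 neuroglioblastoma cells stably carrying SNCA 5'UTR luciferase fusion; 0% = DMSO wells and 100% = positive control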
HSF1 activator = increases HSF-1 driven luciferase reporter signal; AID 504408; NIH3T3-HGL HSF-1 luciferase reporter, MG132, 8 h; 100% = twice DMSO control signal; actives 1.7% (n = 300,000); activation, % at 9 µM;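 active = mean replicate activation of at least 50% with a set share of replicates each reaching 50%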;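 also: 0% = median of the neutral control wells and 100% = twice that signal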
IEC-6 tox = kills IEC-6 intestinal cells in KLF5 counter-screen | IEC-6 cytotoxicity, luminescence viability | inhibition, % at 5 µM | actives 0.78% (n = 290,000); in the data active = inhibition above about 22%;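 also: 0% = plate median of test compound wells and 100% = cytotoxic reference compound wells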
HIF activator = HIF pathway transcriptional activation. actives 0.32% (n = 300,000). U2OS HRE-luciferase reporter, luminescence; normalized: DMSO 0%, desferrioxamine 100%. AID 1910. activation, % at 7.5 µM (by protocol);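 active = mean activation of at least 10% of the iron chelator positive control signal, with at least half of replicates also reaching 10%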
HSP90 inh = blocks HSP90-mediated luciferase refolding in reticulocyte lysate; Rabbit reticulocyte lysate, luciferase refolding luminescence, 3 h; inhibition, % at 5.6 µM; actives 0.91% (n = 290,000); AID 1789;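 active = inhibition above the screen-wide mean plus 3 SD, computed separately per campaign, cut at about 16% in these data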;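 also: 0% = DMSO wells and 100% = 60 µM geldanamycin wells; inhibitors lower the luminescence because luciferase stays unfolded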
AI-2 QS mod = modulates the Vibrio harveyi AI-2 quorum sensing system | Vibrio harveyi JMH597 AI-2 luminescence/OD600 ratio, 9 h; stronger effect = lower value; strain lacks LuxN and CqsS sensors; 0 = neutral-control median | activity change, % at 7.5 µM | actives 0.4% (n = 300,000); in the data active = activity change below about -75%, passing the limit was not always enough;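 also: luminescence divided by OD600 gain over 9 h not by final OD600 alone; inactives centre near 13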
KLF5 inh = suppresses KLF5 promoter-driven expression; DLD-1 KLF5 promoter-luciferase reporter, luminescence; inhibition, % at 5 µM; actives 0.23% (n = 290,000); AID 1700;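 active = inhibition above a per-plate limit of that plate's mean compound inhibition plus 3 SD, cut at about 60% in these data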;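 also: 0% = DMSO wells and 100% = LY294002 at 200 µM; higher means less KLF5 promoter-driven luciferase light; inactives centre near -14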
GSK3A inh = blocks human GSK-3 alpha kinase; AID 2650; inhibition, % at 10 µM; actives 0.1% (n = 320,000); ADP-Glo luminescence, 60 min;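 in the data active = inhibition above about 50%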;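 also: GST-tagged GSK-3 alpha with peptide substrate and 25 µM ATP; 0% = DMSO neutral wells and 100% = GW8510 positive control wells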
Target sequence (P49840 whole entry, looked up): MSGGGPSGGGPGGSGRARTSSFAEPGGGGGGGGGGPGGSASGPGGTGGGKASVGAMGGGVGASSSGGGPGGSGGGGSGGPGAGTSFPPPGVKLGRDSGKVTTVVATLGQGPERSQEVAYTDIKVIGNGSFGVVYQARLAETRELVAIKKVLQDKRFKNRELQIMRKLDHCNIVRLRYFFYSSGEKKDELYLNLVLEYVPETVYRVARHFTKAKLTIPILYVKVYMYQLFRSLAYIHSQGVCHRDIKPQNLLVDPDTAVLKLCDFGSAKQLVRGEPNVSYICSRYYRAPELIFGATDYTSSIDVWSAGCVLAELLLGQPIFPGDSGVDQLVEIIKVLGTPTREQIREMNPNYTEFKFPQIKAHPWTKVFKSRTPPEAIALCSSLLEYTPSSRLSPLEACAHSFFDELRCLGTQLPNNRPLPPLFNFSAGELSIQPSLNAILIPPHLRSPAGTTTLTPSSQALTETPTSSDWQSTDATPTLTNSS
GSK3B inh = human GSK3beta kinase inhibition; GST-GSK3beta kinase, ADP-Glo luminescence, 60 min; stronger effect = lower value; activity score (negative = inhibition), % at 10 µM; actives 0.038% (n = 300,000); AID 2097;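 active = more than half of replicate wells score below -50%, meaning over 50% inhibition versus plate controls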;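 also: 0% = median DMSO wells and -100% = median GW8510 positive control wells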
Target sequence (P49841 whole entry, looked up): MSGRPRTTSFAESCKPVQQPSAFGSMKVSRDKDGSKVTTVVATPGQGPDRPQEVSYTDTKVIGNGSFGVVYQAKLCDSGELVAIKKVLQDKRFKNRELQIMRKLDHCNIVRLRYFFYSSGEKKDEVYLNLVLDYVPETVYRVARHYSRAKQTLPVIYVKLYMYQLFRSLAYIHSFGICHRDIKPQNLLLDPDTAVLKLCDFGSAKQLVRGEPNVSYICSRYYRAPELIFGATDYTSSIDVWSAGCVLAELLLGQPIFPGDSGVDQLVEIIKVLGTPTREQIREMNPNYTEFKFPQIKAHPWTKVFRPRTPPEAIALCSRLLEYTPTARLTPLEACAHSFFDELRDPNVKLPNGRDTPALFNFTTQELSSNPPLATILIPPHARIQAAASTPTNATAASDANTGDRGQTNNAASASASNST
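Test system – GST-tagged human GSK3beta kinase, cell-free · Incubation – 60 min enzyme reaction, room temperature · Signal – ADP-Glo luminescence · Also added – peptide substrate and ATP at 25 µM · Controls – DMSO neutral wells and GW8510 at 20 µM as positive · Buffer or medium – Tris/MgCl2 kinase buffer · Measure – Luminescence-derived activity versus plate DMSO and GW8510 wells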
HSF1 inhib = HSF1 inhibition | NIH3T3-HGL HSE-luciferase, MG132-induced, luminescence 8 h; stronger effect = lower value | activity change, negative = inhibition, % at 7.5 µM (by protocol) | AID 2098 | actives 0.77% (n = 300,000);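 active = more than half of replicate wells show activity change below -50%, luminescence cut by over half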;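 also: luciferase reports HSF-1 transcriptional activity via heat shock element; 0% = median of DMSO wells and -100% = zero luminescence signal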
An asterisk follows results filed as active; . = no result given.

SMILES	aSyn 5UTR inh	HSF1 activator	IEC-6 tox	HIF activator	HSP90 inh	AI-2 QS mod	KLF5 inh	GSK3A inh	GSK3B inh	HSF1 inhib
COc1cc(NC(=O)CN2CCN(CC(=O)Nc3ccccc3OC)CC2)cc(OC)c1	14	-12	-2	0.1	7	9	-20	3	0	3
CC1CCN(C(=O)Cn2cnc3c(cnn3C(C)(C)C)c2=O)CC1	-85	22	-1	2.8	-2	27	-110	4	3	7
CCOC(=O)c1ccc(OC)c(OC)c1Cl	23	0	-6	1.8	6	15	-24	-1	1	0
O=C(NNC(=O)c1csc(N2CCOCC2)n1)c1ccc(Cl)nc1	3	-2	.	-0.1	.	.	.	-1	.	-1
CCCCOC(=O)c1[nH]c2c(c1C)C(=O)CC(c1cc(OC)c(OC)c(OC)c1)C2 (centres undefined)	1	3	9	0.5	1	29	7	.	3	5
N#Cc1c(-c2ccc(Cl)cc2)cc(-c2cccs2)nc1SCC(=O)O	1	-18	-3	-1.3	2	9	-26	-3	0	0
Cc1n[nH]c(C)c1CCCCOc1ccccc1F	-12	11	-4	1.4	0	23	-28	-5	-1	11
COc1ccc(NC(=O)C2CCCN(S(=O)(=O)c3c(C)[nH]c(=O)[nH]c3=O)C2)cc1Cl (centres undefined)	1	1	5	-0.1	-1	20	-11	0	2	-4
Cc1cc(C)nc(NC(=O)c2cccc([N+](=O)[O-])c2)c1	13	23	3	-0.3	1	9	-5	-1	4	-5
O=C(CSCCc1ccccn1)Nc1cccnc1	-12	0	-5	0.0	4	6	-7	4	2	-1
CCCCCn1c(CN(C)Cc2ccccc2)nc2c1c(=O)n(C)c(=O)n2C	15	-8	-1	-0.1	1	22	2	.	4	1
O=C(COC(=O)/C=C/C(=O)N1CCN(c2ccccc2)CC1)NCc1ccc(F)cc1	-13	15	4	-0.4	1	22	-39	1	5	9
COc1ccc(C2CC(C(F)(F)F)n3nc(C(=O)O)c(Br)c3N2)cc1 (centres undefined)	12	-4	0	-0.1	-4	31	-14	7	-3	-8
O=C(CN1C(=O)COc2ccc(S(=O)(=O)N3CCCCC3)cc21)NCc1ccc(Cl)cc1	7	14	-4	-0.1	-4	18	-7	-1	3	1
Nc1ccccc1C(=O)NCc1ccco1	-6	-9	1	0.4	5	6	-23	-2	2	-1
CC1CCCC(NC(=O)COC(=O)COc2ccc(Cl)cc2)C1C (centres undefined)	-4	-1	-4	-2.6	-3	27	-9	-2	-4	-2
N/C(=N\O)c1ccccc1-n1cccc1	14	-14	-1	0.3	1	14	-19	.	2	-3
O=C(Nc1nc2ccccc2[nH]1)c1ccc(S(=O)(=O)N2CCOCC2)cc1	-49	8	-4	0.2	0	2	-27	2	0	7
Fc1ccccc1OCCn1c(=S)[nH]c2ccccc21	-31	8	5	1.2	-1	8	-23	-1	-2	6
O=C(Nc1ccc(Cl)cc1Cl)Nn1cnnc1	7	1	-6	0.0	-6	30	-30	-1	2	1
O=C(CSc1nccc(=O)[nH]1)Nc1ccccc1Sc1ccccc1	-16	15	-1	0.0	-2	27	-4	-4	-3	-3
O=C(Cn1nc(-c2nn(CC(=O)c3ccccc3)c3[n+]2CCCCC3)[n+]2c1CCCCC2)c1ccccc1	-8	-8	-9	-0.3	2	17	-5	-2	3	-5
Cc1ccc(OCC(O)CN2CCN(c3ccccc3)CC2)cc1 (centres undefined)	-20	5	-14	-0.2	1	17	-5	-1	-4	-4
OC(C#CCCN1CCCCC1)(c1ccccc1)C1CCCCC1 (centres undefined)	-36	10	1	-0.7	6	30	-20	1	-3	-1
Cc1ccc(N=Nc2c(N)nn(-c3ccccc3)c2N)cc1	-183	-35	25*	3.8	-6	-29	-72	-2	0	-37
CN(C)c1cc(-c2ccccc2)nc(-c2ccccc2)n1	3	3	-4	-0.1	-1	5	-5	0	1	-2
CCOC(=O)C1CCN(S(=O)(=O)c2ccc3c(c2)NC(=O)C(C)S3)CC1 (centres undefined)	-17	5	-1	0.0	7	25	-12	-3	2	1
Cc1cccc(C(=O)C2CCN(S(=O)(=O)c3cccc(C(=O)O)c3)CC2)c1	-3	3	-11	-2.6	-5	19	-25	.	3	0
CCn1c(SCc2nc(-c3ccccc3)no2)nc2ccccc21	7	24	0	-0.1	-1	-12	-20	-2	-1	17
C#CCOCCOCCOCCNc1nc(N2CCN(C(=O)[C@H](CCCCN)n3cc([C@@H](N)C(C)CC)nn3)CC2)nc(N2CCN(C(=O)[C@H](Cc3ccc(O)cc3)n3cc([C@@H](N)CC(C)C)nn3)CC2)n1 (some centres undefined)	7	-24	-4	0.5	6	0	-15	-1	-1	-13
COc1ccc(CN2CCN(C(=O)CC(C)C)CC2)c(OC)c1OC	-29	0	10	-0.3	5	13	-21	-4	5	4
COc1ccc(S(=O)(=O)N2CCCCC2)cc1NC(=O)C1COc2ccccc2O1 (centres undefined)	1	3	.	-1.2	.	25	.	2	-6	2
C/C=C/Cn1c(SCc2ccc(Cl)cc2)nc2c1c(=O)[nH]c(=O)n2C	54	32	-7	-0.2	-4	32	-33	2	-2	7
CCOc1ccc(CCN2C(=O)C(=O)N([C@H](CCCN(C)Cc3ccccc3)CNCc3ccccc3)C[C@@H]2C(C)C)cc1	-8	-16	.	-2.7	.	27	.	.	-7	-4
CCN(CC(=O)Nc1ccc2c(c1)CCC2)Cc1nc2ccccc2c(=O)[nH]1	4	-3	1	-0.2	-1	24	-11	-2	0	-1
CC(=O)Nc1nnc(S(=O)(=O)N2CCN(c3ccc([N+](=O)[O-])cc3Cl)CC2)s1	4	-3	-4	-0.2	-1	19	6	-1	3	1
CC(=O)N1c2ccc(S(=O)(=O)NCC3CCC(C(=O)NCc4ccc(C)cc4)CC3)cc2CC1C (centres undefined)	34	11	-5	-0.5	-4	35	-30	-2	-2	10
CC(C)N1C(=O)C(Cc2nc3ccccc3c(=O)n2-c2ccccc2)c2ccccc21 (centres undefined)	11	.	5	0.5	4	7	16	0	2	.
COc1ccc(C(=O)NC2CCN(C(=S)NCCc3ccccc3)CC2)cc1	12	3	-8	-0.4	-1	16	-54	1	1	-5
Cc1cccc(C)c1NC(=O)N1CCC(c2nc3ccccc3o2)CC1	9	-7	-2	-0.3	-1	6	-11	-5	2	-11
CCc1nc2ccc(C(=O)NCCc3ccc(OC)c(OC)c3)cc2nc1CC	1	3	8	.	3	2	3	.	-2	3
CC(C)(C)c1cc(NC(=O)c2ccco2)n(-c2ccccc2)n1	-48	14	3	0.4	0	8	-27	0	2	-2
Cc1cc(C)n2nc(CNS(=O)(=O)c3ccc([N+](=O)[O-])cc3)nc2n1	-5	14	1	-0.3	1	22	-44	0	0	3
COc1cc([N+](=O)[O-])cc(/C=N/NC(=O)c2cncc(Br)c2)c1O	-18	.	-2	.	0	-36	-24	-1	0	.
O=C(NCc1cccc(Br)c1)C1CC(c2ccccc2[N+](=O)[O-])=NO1 (centres undefined)	-31	-10	.	0.0	.	0	.	-2	0	6
CCn1c(SCC(=O)NCc2ccccc2)nc2nc3c(cc2c1=O)CCCC3	22	-10	1	0.3	-2	2	-7	3	0	0
CC(C)CNC(=O)CN(C)S(=O)(=O)c1ccc(F)cc1	3	30	-7	0.1	3	9	4	3	2	5
COc1ccc(CNC(=O)C[C@H]2C(=O)N(Cc3ccccc3)C[C@@H]2Cc2ccccc2)cc1	0	2	-2	0.7	0	19	3	0	6	3
O=c1[nH]c(Nc2ccc3c(c2)OCCO3)nnc1Cc1ccc(Cl)cc1	-21	6	-5	-0.1	-3	15	-12	-6	-1	12
O=Cc1ccc(OCC(=O)NCC2CCCO2)cc1 (centres undefined)	-7	16	6	-2.0	1	11	10	-1	0	-4

(listing goes on)
SMILES	aSyn 5UTR inh	HSF1 activator	IEC-6 tox	HIF activator	HSP90 inh	AI-2 QS mod	KLF5 inh	GSK3A inh	GSK3B inh	HSF1 inhib
COc1cc(C(=O)Nc2ccc(C)cc2C(NCC(=O)NN)c2ccccc2)cc(OC)c1OC (centres undefined)	18	30	4	1.0	-5	1	-21	0	1	15
O=C(Nc1nc(-c2cccs2)c(C(=O)C(F)(F)F)s1)c1ccco1	-4	-11	-3	0.0	-1	35	19	-2	3	-1
CC1CCCN(S(=O)(=O)CCNC(=O)c2ccccc2)C1 (centres undefined)	-2	-5	.	0.0	.	10	.	-2	-1	4
CC(C)C(O)(CC#CCN1CCCC1)c1ccccc1 (centres undefined)	4	22	3	0.1	59*	-1	-4	-2	-1	9
O=C(NCc1ccccc1)/C(=N\O)c1ccccc1	.	.	-1	.	0	.	-52	0	.	.
O=S(=O)(Oc1ccccc1)c1cccnc1	-12	-13	.	-0.7	.	9	.	-1	1	-6
COc1ccc(CCNC(=O)Cc2c(Cl)cccc2Cl)cc1	-20	5	1	-0.1	1	12	1	-1	0	8
O=C(O)CCc1nc(-c2ccccc2Cl)no1	1	1	-1	-0.3	-4	28	-3	-1	1	-2

Structures shown so far that contain an NH in an aromatic ring (9):
SMILES	aSyn 5UTR inh	HSF1 activator	IEC-6 tox	HIF activator	HSP90 inh	AI-2 QS mod	KLF5 inh	GSK3A inh	GSK3B inh	HSF1 inhib
CCCCOC(=O)c1[nH]c2c(c1C)C(=O)CC(c1cc(OC)c(OC)c(OC)c1)C2 (centres undefined)	1	3	9	0.5	1	29	7	.	3	5
Cc1n[nH]c(C)c1CCCCOc1ccccc1F	-12	11	-4	1.4	0	23	-28	-5	-1	11
COc1ccc(NC(=O)C2CCCN(S(=O)(=O)c3c(C)[nH]c(=O)[nH]c3=O)C2)cc1Cl (centres undefined)	1	1	5	-0.1	-1	20	-11	0	2	-4
O=C(Nc1nc2ccccc2[nH]1)c1ccc(S(=O)(=O)N2CCOCC2)cc1	-49	8	-4	0.2	0	2	-27	2	0	7
Fc1ccccc1OCCn1c(=S)[nH]c2ccccc21	-31	8	5	1.2	-1	8	-23	-1	-2	6
O=C(CSc1nccc(=O)[nH]1)Nc1ccccc1Sc1ccccc1	-16	15	-1	0.0	-2	27	-4	-4	-3	-3
C/C=C/Cn1c(SCc2ccc(Cl)cc2)nc2c1c(=O)[nH]c(=O)n2C	54	32	-7	-0.2	-4	32	-33	2	-2	7
CCN(CC(=O)Nc1ccc2c(c1)CCC2)Cc1nc2ccccc2c(=O)[nH]1	4	-3	1	-0.2	-1	24	-11	-2	0	-1
O=c1[nH]c(Nc2ccc3c(c2)OCCO3)nnc1Cc1ccc(Cl)cc1	-21	6	-5	-0.1	-3	15	-12	-6	-1	12

This is a random part of the collection; any-hit rate near 4.7%.
